# Cav3 T inh: inhibitors of human Cav3.2 T-type calcium channel. O95180. 100,000 compounds, 4% hits. B-score at 10 µM. Cav3.2-expressing cells, Fluo-4 calcium fluorescence FDSS; active compounds read low;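 active means single-dose well whose peak fluorescence ratio is a statistical outlier from its plate by either plate-standardised score or position-corrected B-score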
# Active calls of the source: *. An excerpt. The share of hits here may be higher or lower than overall.
# Start of the listing, in advance (three entries):
Cav3 T inh,structure
0.0072,CCc1ccc(-n2c(=O)c3c(C)c(C(=O)N(C)C)sc3n(CC(=O)NCc3ccco3)c2=O)cc1
-1.1,O=C(C1=C[C@@H](C2CCCCC2)C[C@@H](OCc2ccc(CO)cc2)O1)N1CCN(Cc2ccc3c(c2)OCO3)CC1
-0.44,Cc1ccc(C(=O)N2CCC3(CC2)Oc2ccc(Cl)cc2C(=O)C32CC(c3ccc(Cl)cc3)=NO2)s1 (stereo not given)

# The list itself, from the start:
Cav3 T inh,structure
0.0072,CCc1ccc(-n2c(=O)c3c(C)c(C(=O)N(C)C)sc3n(CC(=O)NCc3ccco3)c2=O)cc1
-1.1,O=C(C1=C[C@@H](C2CCCCC2)C[C@@H](OCc2ccc(CO)cc2)O1)N1CCN(Cc2ccc3c(c2)OCO3)CC1
-0.44,Cc1ccc(C(=O)N2CCC3(CC2)Oc2ccc(Cl)cc2C(=O)C32CC(c3ccc(Cl)cc3)=NO2)s1 (stereo not given)
-2.1,Nc1ccccc1-c1nnn(CC(=O)N2CCCc3ccccc32)n1
-3,COC(=O)c1cn[nH]c1N
-0.079,CCn1c(COc2ccc(Cl)cc2)nnc1SCC(=O)Nc1ccc2c(c1)OCO2
-0.19,COC(=O)c1ccc(NC(=O)c2cccc(OC)c2)cc1
-2.1,CCOC(=O)c1ccccc1NC(=O)CN(c1cccc(OC)c1)S(C)(=O)=O
-0.33,COc1ccc(OCC(=O)N2CCN(C(=O)c3ccccc3)CC2)cc1
-0.47,CNC(=O)c1ccccc1F
0.078,CNC(=O)C1=NCCCc2cc(OC)c(OC)cc21
-0.49,O=C(NCC1CCCO1)c1nn2c(c1Cl)NC(c1ccc(F)cc1)CC2C(F)(F)F (stereo not given)
1.1,CN1C(=S)SC(/[N+]([O-])=C/c2cccnc2)C1(C)C (stereo not given)
0.11,O=C(N/N=C/c1ccc2c(c1)OCO2)c1ccccn1
1.1,COC(=O)c1ccc(NC(=O)CN2CCN(c3ccc(Cl)cc3)CC2)cc1
0.86,COCCn1c(COC)nc2ccccc21
0.9,COC/C=C/C1=CC2=CC(=O)C(C)(OC(=O)c3cnc4ccccc4n3)C(=O)C2=CN1CC1CC1 (stereo not given)
0.83,CCSc1nnc(NC(=O)C2(C)Cc3ccccc3C(=O)O2)s1 (stereo not given)
0.93,Cc1ccc2cc(S(=O)(=O)NCCCC(=O)O)ccc2c1
-0.026,CCOC(=O)c1sc2nc(CSc3nc4ccccc4n3CC)[nH]c(=O)c2c1C
0.53,CC(C)NC(=O)Cn1c(SCC(=O)N2CCCCCC2)nc2ccccc21
0.87,CC(C)Cc1nc2n[nH]c(N)c2c2c1COC(C)(C)C2
-0.0032,CN1CCN(C(=O)c2cn(-c3ccccc3)nc2-c2cccnc2)CC1
-2.4,COc1ccc(CCNC2CC(=O)N(CCc3ccc(OC)c(OC)c3)C2=O)cc1 (stereo not given)
0.73,Cc1cccc(NS(=O)(=O)c2cccc3cccnc23)n1
-0.5,Cc1c(NC(=O)c2cc(-c3ccc4c(c3)OCO4)on2)c(=O)n(-c2ccccc2)n1C
-0.2,COc1ccc(Cc2nnc(NS(=O)(=O)Cc3ccccc3)s2)cc1
-0.021,Cc1ccc(-c2nn(-c3ccccc3)cc2C2CC(c3cccs3)=NN2C(=O)CCCC(=O)O)cc1 (stereo not given)
0.19,COc1ccc(OC)c(CN2CCN(C(=O)c3cccc4ccccc34)CC2)c1
-1.3,CN(CC(=O)N1CCc2ccccc21)S(=O)(=O)c1ccc(Cl)cc1
0.024,CCOc1ccc(NC(N)=O)cc1OCC
-0.15,CCOc1ccccc1NC(=O)CSc1nnc(CNC(=O)c2ccco2)o1
0.36,CN(C(=O)CSc1nc(-c2ccc(F)cc2)cs1)C1CCS(=O)(=O)C1 (stereo not given)
-0.74,COC(=O)c1ccc(OCCOc2ccc(C(=O)OC)cc2)cc1
0.73,CC1CCN(C(=O)C2CCN(CC(C)c3ccccc3)CC2)CC1 (stereo not given)
0.26,CC(=O)NC(O)C(=O)c1ccccc1 (stereo not given)
0.56,CSc1nnc(-c2ccc(F)cc2)o1
-0.00016,COc1cc2c(cc1OC)C(C(=O)Nc1ccccn1)C(c1cccnc1)N(C)C2=O (stereo not given)
-0.0038,CCOc1ccccc1-c1nn2c(Cc3ccccc3)nnc2s1
-0.3,COc1cccc(C(N)=O)c1
-0.036,O=C(CCc1ccccc1)Nc1ccncc1
-0.03,O=C(OCCN1CCN(c2ncc(C(F)(F)F)cc2Cl)CC1)c1ccc(Cl)cc1
0.58,CCOC(=O)c1nonc1NC(C)=O
-0.34,CN(C(=O)c1cccc(C#N)c1)c1nnc(C2CCOC2)s1 (stereo not given)
0.88,CCCn1nnc(NC(=O)c2ccccc2Br)n1
1.1,CC(=O)c1ccc(NC(=O)C(Cc2ccccc2)NC(=O)c2ccco2)cc1 (stereo not given)
-0.15,CC(C)(C)C(=O)Nc1ccc2oc(-c3cc(F)c(F)cc3Cl)nc2c1
-0.65,O=C(O)c1ccccc1NS(=O)(=O)c1ccccc1C(F)(F)F

# Seven neighbouring records out of the list so far, quoted:
Cav3 T inh,structure
-0.74,COC(=O)c1ccc(OCCOc2ccc(C(=O)OC)cc2)cc1
0.73,CC1CCN(C(=O)C2CCN(CC(C)c3ccccc3)CC2)CC1 (stereo not given)
0.26,CC(=O)NC(O)C(=O)c1ccccc1 (stereo not given)
0.56,CSc1nnc(-c2ccc(F)cc2)o1
-0.00016,COc1cc2c(cc1OC)C(C(=O)Nc1ccccn1)C(c1cccnc1)N(C)C2=O (stereo not given)
-0.0038,CCOc1ccccc1-c1nn2c(Cc3ccccc3)nnc2s1
-0.3,COc1cccc(C(N)=O)c1

# Additional compounds:
Cav3 T inh,structure
-0.22,Clc1ccc(Oc2cccc(/C=N/n3cnnc3)c2)cc1
-0.14,CCCc1cc(=O)[nH]c(SCC(=O)c2cc(C)n(C3CC3)c2C)n1
1.2,CCN(CC)CC(C)CNC(=O)CC(C(=O)N1CCc2ccccc21)n1ccnc1 (stereo not given)
-4.2,CCc1ccccc1NC(=O)/C(=C/c1ccccc1)c1ccccc1
-1,C=CCOC(=O)/C(=C/c1ccco1)NC(=O)/C=C/c1ccccc1
-0.045,O=C(O)c1cccnc1SC1CC(=O)N(CCc2ccccc2)C1=O (stereo not given)
-1.1,Cc1ccc2nc(/C(C#N)=C\c3ccc([N+](=O)[O-])o3)[nH]c2c1
-0.085,CCOc1ccc(Nc2nc(Cc3nnc(SCC(N)=O)o3)cs2)cc1
-0.14,CN(C(=O)COC(=O)c1ccc2c(c1)NC(=O)CS2)C1CCS(=O)(=O)C1 (stereo not given)
1.4,Cc1c(Nc2ncnc3nc[nH]c23)c(=O)n(-c2ccccc2)n1C
0.98,CCOC(=O)C1=C(C)NC(SCC(=O)O)=NC1c1ccccc1 (stereo not given)
-1.3,CCOc1cc(C2NN=C(c3ccccc3)S2)ccc1OCc1ccc(F)cc1 (stereo not given)
0.76,O=C(CSc1nnc(-c2ccncc2)n1Cc1ccccc1)Nc1nccs1
0.38,COc1ccccc1C1/C(=C(/O)c2ccc(Cl)cc2)C(=O)C(=O)N1CCN1CCOCC1 (stereo not given)
0.024,CCn1ncc(C2=NOC(C(=O)N3CCN(c4ccccc4)CC3)C2)c1C (stereo not given)
-0.049,CCOC(=O)C(C(=O)OCC)=C1OC(=O)c2ccccc21
-0.66,N#Cc1c(N)nc(SCC(=O)OCc2ccccc2)c(C#N)c1-c1ccco1
0.061,CCOC(=O)CC1=NS(=O)(=O)c2ccccc2N1
0.0054,C/C(=C1\SC(N2CCOCC2)=NC1=O)c1ccccc1
0.0022,O=[N+]([O-])c1cccnc1N1CCCCC1
-2.8,Cc1ccccc1NC(=S)NC(NC(=O)COc1ccccc1)C(Cl)(Cl)Cl (stereo not given)
-0.91,Cc1ccc(S(=O)(=O)c2c(COC(=O)c3cccc(Cl)c3)c(-c3ccccc3)nn2C)cc1
-1.8,O=C(c1cc2c(s1)CCCCC2)N1CCN(c2ncccn2)CC1
0.3,CCOc1ccc(NC(=O)c2cccc(-n3cnnn3)c2)cc1
-0.53,COc1cc(NC(=O)c2cccc(Cl)c2)c(OC)cc1NC(=O)CN1CCOCC1
0.39,CC(=O)N1CCN(S(=O)(=O)c2cccc(C(=O)Nc3nc4c(s3)CCCC4)c2)CC1
1.2,Cc1ccc2c(n1)CC(C)(C)C/C2=N\O
0.35,Cc1cc(=O)oc2cc(OCc3ccc(S(=O)(=O)N4CCOCC4)cc3)ccc12
1.6,COc1cccc(C2=NOC(C(=O)NCCCn3ccnc3)C2)c1 (stereo not given)
0.36,O=C(NC1CCCCC1)C(c1ccc(F)cc1)N(C(=O)c1cccs1)c1ccc2c(c1)OCO2 (stereo not given)
-2.8,Oc1c(CN2CCN(c3ccccn3)CC2)cc(Cl)c2cccnc12
-0.5,COc1ccc(-n2c(=S)[nH]c3cc(C(=O)NCc4ccco4)ccc3c2=O)c(OC)c1
0.11,CN(c1nc(-c2ccccc2)cs1)C1CCS(=O)(=O)C1 (stereo not given)
-0.022,O=C(O)CCCCCNC(=O)Nc1ccc2c(c1)OCCO2
1,CC(C)c1ccc(-c2nn[nH]n2)cc1
1,Brc1ccc(-c2nnc(-c3cccc(Br)c3)o2)cc1
0.077,Cn1c(=O)oc2cc(S(=O)(=O)N3CCC(C(=O)N4CC=C(c5ccccc5)CC4)CC3)ccc21
0.17,CN1C2C=C3C(C#N)=C(N)C(C#N)(C#N)[C@@H](c4ccc(Cl)cc4)[C@@H]3C1CC2 (stereo not given in full)
1.3,CCc1ccc(NC(=O)c2cc(-c3ccco3)on2)cc1
1.2,C=CCn1c(SCC(=O)/C(C#N)=C(\C)N)nnc1C1CCCCC1
0.54,C=CCn1c(SCCOC)nc2c1c(=O)[nH]c(=O)n2C
0.33,Brc1ccc(CN2CCSCC2)cc1
-5.8*,COc1ccc(CCNc2oc(COc3ccccc3Cl)nc2C#N)cc1OC
0.66,COC(=O)CSc1nnc(CNC(=O)c2ccc(OC)cc2OC)n1C
0.082,Cc1ccc(CNc2ncnc3c2cnn3-c2ccccc2)cc1
0.0056,CC(C)Cn1c2c(c(O)c(C(=O)Nc3ccc(F)cc3)c1=O)CCCC2
-2,Cc1sc2nc(C3CC3)nc(NCCNS(=O)(=O)c3ccccc3)c2c1C
0.023,CCCCC1=CC2=CC(=O)C(C)(OC(=O)CC)C(=O)C2=CN1CC(C)C (stereo not given)

# Single values from the list:
# In Cav3 T inh, CCN(CC)CC(C)CNC(=O)CC(C(=O)N1CCc2ccccc21)n1ccnc1 (stereo not given) is entered as 1.2
# In Cav3 T inh, CCc1ccc(NC(=O)c2cc(-c3ccco3)on2)cc1 is entered as 1.3
# In Cav3 T inh, CN1CCN(C(=O)c2cn(-c3ccccc3)nc2-c2cccnc2)CC1 is entered as -0.0032
# In Cav3 T inh, CC(=O)c1ccc(NC(=O)C(Cc2ccccc2)NC(=O)c2ccco2)cc1 (stereo not given) is entered as 1.1
# In Cav3 T inh, O=C(CCc1ccccc1)Nc1ccncc1 is entered as -0.036
# In Cav3 T inh, CN(C(=O)c1cccc(C#N)c1)c1nnc(C2CCOC2)s1 (stereo not given) is entered as -0.34

# (list continues)
Cav3 T inh,structure
-0.57,O=C(NCC(=O)N(CC1CCCO1)C(C(=O)NC1CCCC1)c1cccnc1)c1ccco1 (stereo not given)
0.47,COc1ccc2oc(=O)c(C(=O)N3CCN(c4ccccc4C)CC3)cc2c1
0.3,C=CCNc1cnn(CC(C)=O)c(=O)c1Br
0.68,Cn1nnnc1SCc1nnc(-c2ccccc2Br)o1
-0.44,CC(=O)CSc1nnc(Cc2ccc([N+](=O)[O-])cc2)o1
-0.058,C=CCn1c(SCc2c(C)noc2C)nc2sc3c(c2c1=O)CCC(C)C3 (stereo not given)
0.49,O=C(c1ccc2nc(N3CCOCC3)sc2c1)N1CCCC1
-1.6,COc1ccc(/C=N/n2c(SC)nnc2-c2ccccc2)cc1C
-0.7,Cc1ccc(C(=O)CSc2n[nH]c(-c3ccco3)n2)cc1C
0.1,COCc1[nH]nc2c1C1(C(=O)N(C)c3ccccc31)C(C#N)=C(N)O2 (stereo not given)
0.072,CC(=O)NC12CC3CC(C1)CC(C(=O)OCC(=O)NC(=O)c1cccn1C)(C3)C2
1,CC(=O)C1=C(O)C(=O)N(CCN2CCOCC2)C1c1ccc(N(C)C)cc1 (stereo not given)
0.27,O=C(O)C1CCN(C(=O)c2ccccc2C(=O)N2CCC(C(=O)O)CC2)CC1
0.082,Cc1ccsc1C1NC(=O)c2ccccc2N1 (stereo not given)
0.35,COc1cccc(C(=O)Nc2ccc(N(C)C)cc2)c1OC
0.3,COc1ccc(S(=O)(=O)NCc2ccccn2)cc1Cl
-0.73,CCOC(=O)c1cc(NC(=O)c2ccc(OC)cc2)c(=O)oc1-c1ccccc1
0.058,Cc1ccc(NC(=O)c2oc3c(c2C)C(=O)CC(C)(C)C3)cc1
-0.043,NC(=O)CNC(=O)[C@@H]1CC2(CC(c3ccccc3)=NO2)CN1C(=O)c1ccc(Br)cc1 (stereo not given in full)
-0.15,C#CCNC(=O)C1=C[C@H](c2ccc(C(F)(F)F)cc2)C[C@H](OCCCCO)O1
1.1,COc1ccc2c(c1)[n+](=O)c(C(C)=O)c(C)n2[O-]
1.2,O=C(Nc1ccc(Cl)cc1)C1CCN(C(=O)NC2CCCCC2)CC1
0.06,Nc1c(NC2CCCCC2)c2ccccc2oc1=O
-1.4,O=C(c1ccco1)N1CCN(S(=O)(=O)c2ccc(S(=O)(=O)NC3CCCCC3)cc2)CC1
-2.9,CC1(C(=O)Nc2nnc(SCc3ccccc3)s2)Cc2ccccc2C(=O)O1 (stereo not given)
-0.27,CCOC(=O)c1ccc2c(c1)C(=O)N(C1CCCCC1)C2=O
0.77,O=C(CN1C(=O)C2(OCCCO2)c2ccccc21)NCCc1ccccc1
-0.33,COc1ccc(C2C(C#N)=C(N)Oc3cc(N)ccc32)cc1OC (stereo not given)
-0.68,CC(Sc1ncc(C#N)c(N)n1)C(=O)Nc1ccccc1 (stereo not given)
0.74,C=CCOc1ccc(NC(=O)C(=O)NCCCn2ccnc2)cc1
-0.4,Cc1cc(=O)[nH]c(SCC(=O)c2ccc(C)c(C)c2)n1

# Source: PubChem
